NR1D1 modulator – modulators of human Rev-erb alpha DNA binding; Rev-erbα–FITC-DNA binding, fluorescence polarization, 90 min; activity, % at 10 µM; 370,000 tested, 0.79% active; AID 1259318;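 active = activity above about 14%, limit read from the data; passing the limit was not always enough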;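 also: 0% = DMSO wells with 35 nM protein and 100% = DMSO wells with 750 nM protein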
PLCg1 inh – inhibitors of human phospholipase C gamma1; purified PLC-gamma1, fluorogenic substrate, fluorescence; inhibition, % at 12.2 µM; 370,000 tested, 0.84% active; AID 720700; in the data active = inhibition above about 9.5%
Target sequence (P19174 whole entry, looked up): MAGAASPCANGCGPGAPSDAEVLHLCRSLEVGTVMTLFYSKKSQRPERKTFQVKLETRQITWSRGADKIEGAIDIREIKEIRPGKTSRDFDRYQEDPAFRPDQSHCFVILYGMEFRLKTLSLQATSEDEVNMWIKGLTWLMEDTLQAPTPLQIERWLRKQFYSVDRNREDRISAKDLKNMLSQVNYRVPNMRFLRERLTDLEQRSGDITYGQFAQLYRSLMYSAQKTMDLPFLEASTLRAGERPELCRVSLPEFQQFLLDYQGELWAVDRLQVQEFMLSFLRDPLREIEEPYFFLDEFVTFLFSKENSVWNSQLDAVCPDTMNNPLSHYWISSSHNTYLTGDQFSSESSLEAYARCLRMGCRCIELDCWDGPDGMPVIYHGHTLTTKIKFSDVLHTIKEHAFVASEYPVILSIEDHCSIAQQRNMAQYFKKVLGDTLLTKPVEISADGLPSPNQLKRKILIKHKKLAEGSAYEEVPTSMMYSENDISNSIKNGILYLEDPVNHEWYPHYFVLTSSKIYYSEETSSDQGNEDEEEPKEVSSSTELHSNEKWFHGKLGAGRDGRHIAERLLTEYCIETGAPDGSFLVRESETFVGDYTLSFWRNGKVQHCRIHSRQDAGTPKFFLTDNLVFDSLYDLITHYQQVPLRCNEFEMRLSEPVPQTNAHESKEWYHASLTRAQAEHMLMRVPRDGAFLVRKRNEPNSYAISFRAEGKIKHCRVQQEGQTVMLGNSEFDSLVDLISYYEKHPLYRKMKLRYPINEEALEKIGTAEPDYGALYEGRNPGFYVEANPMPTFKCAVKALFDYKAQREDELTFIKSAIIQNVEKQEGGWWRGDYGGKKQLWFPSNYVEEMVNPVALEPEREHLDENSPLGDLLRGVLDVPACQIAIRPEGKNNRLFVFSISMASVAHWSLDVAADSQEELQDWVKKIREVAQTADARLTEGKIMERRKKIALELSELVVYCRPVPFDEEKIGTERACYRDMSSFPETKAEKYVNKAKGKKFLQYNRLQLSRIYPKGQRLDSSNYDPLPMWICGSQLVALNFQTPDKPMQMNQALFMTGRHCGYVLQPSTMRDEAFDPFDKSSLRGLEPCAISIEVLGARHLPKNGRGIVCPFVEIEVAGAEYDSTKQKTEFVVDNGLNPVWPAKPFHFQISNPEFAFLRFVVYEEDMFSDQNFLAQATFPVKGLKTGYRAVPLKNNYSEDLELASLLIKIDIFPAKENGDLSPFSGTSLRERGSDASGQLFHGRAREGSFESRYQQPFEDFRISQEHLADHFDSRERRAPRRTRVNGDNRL
hgDAF12 agonist – agonists of H. glycines DAF-12 nuclear receptor. activation, % at 6.8 µM. 370,000 tested, 1.8% active. HEK293 GAL4-hgDAF12 UAS-luciferase reporter, agonist luminescence; normalized to butyrate control;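 active = activation above a cutoff set at the mean of all screened compounds plus 3 SD, cut at about 10% in these data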;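 also: 0% = DMSO wells and 100% = sodium butyrate wells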
ADAM17 inh – inhibitors of human ADAM17 | recombinant ADAM17, EDANS/DABCYL FRET peptide cleavage | inhibition, % at 6.95 µM | 370,000 tested, 0.83% active | P78536;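 active = inhibition above the mean of compounds lying between control limits plus 3 SD, set per campaign, cut at about 8.5% in these data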;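 also: 0% = DMSO-only wells as the low control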
MBD2 inh – inhibitors of human MBD2 binding to methylated oligonucleotide; Q9UBB5; TR-FRET; inhibition, % at 4.4 µM; 370,000 tested, 0.31% active; in the data active = inhibition above about 13%
DAX1 inh-1 – inhibits human nuclear receptor DAX1; P51843; HEK293 Gal4-DAX1 luciferase reporter, luminescence; inhibition, % at 6.75 µM; 340,000 tested, 0.99% active; AID 504766;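 active = inhibition above the mean over all tested compounds plus 3 SD, cut at about 4.2% in these data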;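 also: 0% = DAX1-transfected cells with DMSO and 100% = empty-vector control cells with DMSO; inhibition shows as a rise in luminescence from relieved DAX1 repression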
ssDAF-12 act – activators of S. stercoralis DAF-12 nuclear receptor; HEK293 ssDAF-12/GRIP1 lit1-tk-luc reporter, luminescence; % of 3 µM dafachronic acid response; activation, % at 6.8 µM; 370,000 tested, 1% active; AID 652126;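 active = activation above the mean over all tested compounds plus 3 SD, cut at about 0.9% in these data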;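 also: 0% = DMSO-only wells and 100% = 3 µM delta7-dafachronic acid wells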
PLC-beta3 inh – inhibitors of human phospholipase C beta3; Purified PLC-beta3, fluorogenic substrate, fluorescence; 370,000 tested, 0.18% active; inhibition, % at 12.2 µM; Q01970; AID 720704; in the data active = inhibition above about 11%;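 also: 0% = median of compound wells on plate and 100% = full blocker control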
DAX1 inh-2 – inhibitors of DAX1 repression of SF-1 activated StAR promoter | 370,000 tested, 1.1% active | inhibition, % at 6.8 µM | HEK293T StAR-luciferase reporter, SF-1/DAX-1 repression relief | AID 652010;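 active = inhibition above the mean over all tested compounds plus 3 SD, cut at about 3.6% in these data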;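 also: 0% = DAX-1 cells with DMSO and 100% = cells lacking DAX-1 with DMSO; higher inhibition means more luminescence from relief of DAX-1 repression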
SMARCA2 activ – SMARCA2 function activation, primary screen; 370,000 tested, 1% active; activation, % at 9.1 µM; MG213 cells, MMTV-luciferase reporter, dexamethasone, overnight; AID 652017; in the data active = activation above about 7.8%;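 also: 0% = vehicle wells and 100% = reference activator wells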
hcDAF12 agonist – activates DAF-12 receptor from parasite H. contortus. HEK293 hcDAF-12 lit1-tk-luc reporter, luminescence; 0% DMSO, 100% Δ7-dafachronic acid. activation, % at 6.8 µM. 370,000 tested, 1.4% active;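 active = activation above the mean of all tested compounds plus 3 SD, cut at about 5.5% in these data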;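 also: 100% = response to 3 µM Δ7-dafachronic acid high control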
Starred values were filed as active, the others as inactive; x = no result given.

SMILES,hcDAF12 agonist,MBD2 inh,PLCg1 inh,NR1D1 modulator,DAX1 inh-2,hgDAF12 agonist,PLC-beta3 inh,ssDAF-12 act,DAX1 inh-1,ADAM17 inh,SMARCA2 activ
CCN(CC)C(=O)Cn1cc(S(=O)(=O)CC(=O)Nc2ccc3c(c2)OCCO3)c2ccccc21,-0.1,-6.1,0.7,-1.5,-0.2,1.5,-1.7,2.0*,1.4,-1.8,0.7
CC(CNC(=O)CN1C(=O)NC2(CCCCC2C)C1=O)c1ccccc1 (stereo not given),0.5,0.4,3.0,-3.3,-3.6,1.6,-6.4,-0.6,2.1,0.6,-1.5
CCN(CC)C(=O)Cn1nc(Cc2ccncc2)c2ccccc2c1=O,1.3,-0.8,-0.5,-1.7,-1.4,0.3,-4.1,-1.2,x,-1.2,-1.8
Nc1ccc(Cn2ccc3c4c(N)nc(N)nc4ccc32)cc1,-3.7,6.9,-28.8,-0.7,-5.5,-12.5,-40.9,-1.7,-4.2,-32.0,-4.1
O=C(NC1CCCCC1)c1ccc2c(=O)n(CC3CCCO3)c(=O)[nH]c2c1 (stereo not given),-0.6,5.9,-2.2,5.0,-0.4,-2.0,-6.8,-1.2,0.7,-7.5,-3.5
O=C(Nc1ncc(Cc2ccccc2)s1)C1=NCCN1,2.9,-2.1,1.4,-0.5,0.3,4.0,-5.8,-1.0,-0.6,-5.7,-5.4
Cc1c(C(=O)N2CCOCC2)oc2c1C(=O)CC(C)(C)C2,-1.1,4.0,-0.1,3.2,-0.4,0.4,1.6,-1.6,0.3,-2.7,-3.1
CCOc1cc(/C=N/NC(=O)CNc2cccc(C)c2)ccc1OC(=O)c1ccccc1,0.4,1.0,6.3,4.2,-0.7,-1.0,2.2,-1.0,-0.5,11.7*,-1.7
CCOc1ccccc1Nc1cc(C)nc2nc(C)nn12,-0.1,2.5,-0.1,3.9,-0.4,-1.6,7.0,-1.2,0.7,1.6,-2.6
COC(=O)C[C@H]1C[C@@H]2c3cc(NS(=O)(=O)c4ccc(OC)cc4)ccc3O[C@@H]2[C@H](CO)O1,-2.1,1.1,0.5,-2.9,-0.5,1.0,-2.4,-1.3,3.9,0.3,-5.9
Cc1ccc(S(=O)(=O)N2CCC(=O)N([C@H](COCc3ccc(C(F)(F)F)cc3)Cc3ccccc3)CC2)cc1,0.3,0.3,-1.7,-3.7,0.1,-1.2,0.5,-0.3,x,-3.2,1.0
O=C(NNS(=O)(=O)c1ccc(F)cc1)c1ccccc1O,0.8,1.3,-4.3,-5.7,0.0,-1.8,-13.5,-1.0,2.0,-4.6,-0.9
CC1(C)Cc2c(C#N)c(NCCO)nc(-c3ccco3)c2CO1,1.4,0.7,-94.2,-5.0,0.4,-0.3,-129.3,-1.5,x,-67.9,8.6*
CCN(CC)c1ccc(NC(=O)CSc2nnc(SCc3ccc(Cl)cc3)s2)cc1,2.3,6.4,-0.8,-0.5,-0.7,0.6,-8.5,-1.3,x,2.2,-5.3
Nc1nc(NCc2ccccc2)nc(-c2ccccc2)n1,-1.0,-0.3,0.4,-1.6,0.6,1.6,4.4,-0.1,1.0,-0.8,-0.1
CCc1cc(C(=O)NCC(c2ccco2)N2CCCCC2)sc1C (stereo not given),-0.3,-6.5,-6.8,2.2,-0.1,2.8,-11.2,-0.5,-0.5,-0.9,-2.0
C=CCN1C(=O)c2n[nH]c(COC)c2C1c1ccc(F)cc1 (stereo not given),2.6,1.5,-1.6,-2.9,-0.9,-0.2,-2.7,-0.4,x,-5.2,-4.1
CC(C)CC(NC(N)=O)C(=O)OCC(=O)Nc1ccc(SC(F)F)cc1 (stereo not given),-0.4,2.3,1.9,3.8,-0.4,-0.6,-6.2,-2.2,-0.3,-1.1,-2.2
CCCCn1c(N)c(N(CCOC)C(=O)c2cccc(S(=O)(=O)N(C)c3ccc(C)cc3)c2)c(=O)[nH]c1=O,-1.6,3.0,4.9,-4.8,-1.0,2.5,-7.3,-1.2,0.2,-3.3,-1.1
COC(=O)Cc1ccccc1NS(=O)(=O)c1ccc(C)cc1,-1.5,-1.1,1.7,-0.3,-0.4,-2.2,4.0,-1.1,x,-0.7,0.4
Cc1ccccc1-c1nnc(-c2ccc(Cl)cc2)o1,5.1,-3.3,5.1,x,1.0,7.2,5.2,-1.0,1.4,6.6,3.7
CC1CCCN(C2(O)C(=O)Nc3ccc(Cl)cc32)C1 (stereo not given),-2.1,-4.6,1.5,2.5,-0.3,-1.2,-6.0,-0.6,0.0,-2.3,-0.1
CCN(CC)C(=O)C(=O)c1ccn(-c2c(C)csc2C(=O)OC)c1,-0.6,-5.2,0.4,6.2,-0.4,0.2,0.3,-1.3,-1.3,-1.7,-0.6
C=CCn1c(SCC(=O)Nc2ccc(Br)cc2)nc(O)c(CC)c1=O,-2.3,6.2,-0.3,-0.3,-0.6,-1.3,-9.3,-0.7,0.0,-0.6,-0.8
CC1(c2ccccc2)NC(=O)N(CC(=O)N(CC(=O)Nc2ccccc2C(F)(F)F)Cc2ccco2)C1=O (stereo not given),-0.3,-2.9,3.2,1.2,0.9,2.6,-0.7,-0.7,-0.3,-1.2,-2.5
O=C(NCc1ccccc1)c1csc2c1CCCCC2,-1.4,5.3,2.7,9.6,-0.7,1.6,2.0,-1.1,1.0,3.9,0.6
CC(OC(=O)c1ccc(Cl)nc1)C(=O)NC(C)(C)C (stereo not given),-1.7,-5.6,-0.3,2.6,-0.1,-3.3,1.4,-1.3,1.0,-0.6,-0.8
CCOC(=O)N1CCN(C(=O)c2ccc(N3C(=O)c4ccccc4C3=O)cc2)CC1,-1.8,5.6,-0.9,5.0,0.6,-0.4,0.9,-0.9,-0.6,-2.7,1.1
O=C(Nc1cc(S(=O)(=O)N2CCOCC2)ccc1N1CCOCC1)c1c(F)cccc1Cl,-1.2,-3.0,1.9,-2.4,-0.1,-0.4,1.2,-1.5,-0.9,3.2,-7.5
CS(=O)(=O)c1ccc(Cl)c(NC(=O)COC(=O)CCN=C2NS(=O)(=O)c3ccccc32)c1,1.1,-3.9,1.4,-6.4,1.2,0.9,-1.2,-0.8,0.4,-0.7,2.9
CCc1nc2ccc(C(=O)NCCc3c[nH]c4ccccc34)cn2c1N(C)CCCc1ccccc1,0.5,1.4,-16.6,2.3,-0.8,2.5,-24.0,-0.8,x,0.1,-4.9
OCC1CCCN(c2ncnc3scc(-c4ccccc4)c23)C1 (stereo not given),0.7,-0.1,0.3,1.9,0.0,-0.8,-5.5,-0.9,-1.2,2.7,-0.2
C=CCSc1nnc(Cn2c(=O)sc3ccccc32)n1C,-0.1,1.1,0.5,4.0,-0.4,0.4,6.1,-1.1,0.1,-2.4,0.9
Cc1cc(C)c([N+](=O)[O-])cc1-c1ccc(/C=N/NC(=O)c2nonc2N)o1,-0.4,-1.0,-2.3,-3.2,-0.1,-1.1,-3.0,-0.8,-0.8,-5.5,0.0
Cc1nc2nc(-c3cccnc3)[nH]n2c(=O)c1Cc1ccccc1,-0.3,-3.2,5.7,-4.3,0.2,-1.6,0.4,-1.5,2.1,1.6,-0.3
COC(=O)C1=C(C)N(Cc2ccccc2C(F)(F)F)C(=NCc2cc(OC)c(OC)c(OC)c2)NC1c1cccc(Cl)c1 (stereo not given),-0.8,4.8,-1.2,3.9,-1.3,0.3,-1.4,-1.1,x,-2.2,-3.1
CN(C)C(CNC(=O)NC1CCCCC1)c1cccnc1 (stereo not given),-0.6,1.8,0.9,2.9,1.0,1.0,-0.8,-0.9,0.8,-1.4,3.0
COc1ccccc1C(=O)N/C(=C\c1ccccc1)C(=O)NC(C)C(=O)O (stereo not given),0.7,-0.5,4.8,-1.2,-0.3,0.2,-0.2,-1.2,1.0,5.4,-2.2
COc1ccc2c(c1OC)C(=O)OC2Nc1ccccc1S(=O)(=O)C(F)F (stereo not given),-0.5,0.3,0.2,-1.9,-0.7,0.5,0.6,-0.9,-0.3,-3.1,-2.6
O=C(CCC1CCCN(C(=O)CCC(F)(F)F)C1)NCc1ccc(F)c(F)c1 (stereo not given),-1.2,2.3,0.6,2.9,-0.1,-1.3,-0.2,-0.8,0.5,-1.8,1.7
Cc1cccc(NC(=O)C2(c3ccccc3)CCOCC2)c1,-0.5,-0.3,-0.2,2.1,-0.6,-0.5,3.6,-0.8,1.2,-2.7,-1.6
CCOC(=O)C1(Cc2cccc(Cl)c2)CCCN(CCO)C1 (stereo not given),-0.1,-2.2,-17.3,7.9,0.8,0.8,0.3,-1.6,-0.1,-1.4,-0.2
O=C(O)CNC(=O)C(CS)Cc1ccccc1 (stereo not given),-1.2,-1.4,-1.2,-0.7,0.8,-0.5,3.8,-1.9,1.3,0.3,-2.2
CCSC(=O)N=Nc1ccc(O)cc1,-1.0,-9.8,-8.5,-5.2,-1.0,-2.0,-17.8,-1.4,-0.8,-5.0,-1.6
CCCOc1ccc(NC(=O)CC2C(=O)N(C)C(=S)N2Cc2ccc3c(c2)OCO3)cc1 (stereo not given),-1.2,0.3,-0.2,-0.6,-2.1,-0.2,-1.2,-1.4,0.5,5.5,-3.4
O=S1(=O)C=CC(c2ccccc2)C1 (stereo not given),-0.6,1.9,1.5,1.9,-0.3,0.2,2.3,-1.4,1.0,-0.6,-3.7
CC(CC(=O)Nc1ccc2c(c1)c(=O)n(C)n2Cc1ccc(Cl)cc1)C(F)(F)F (stereo not given),-2.2,1.3,-258.8,-6.4,-1.0,1.6,-317.7,-1.1,x,-401.6,-2.1
CCN1CCc2c(OCc3ccccc3)cccc2C1=O,-0.8,1.4,-0.7,-8.8,-0.8,0.1,-7.8,-2.1,-0.7,-3.0,-1.4

Compound activity: PubChem, several laboratories

Random draw from the library. Share with any hit: about 7.4%.
